SIAE inh: human SIAE inhibitors, primary screen, biochemical, fluorescence polarization, FP-Rh probe, 1536-well HTS | SIAE FP-Rh probe binding | Sialate O-acetylesterase (Homo sapiens), Q9HAT2 | hit rate 0.69% among 370,000 | inhibition, % at 9.66 µM;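 active = inhibition above a cutoff: mean of compounds within the control limits plus 3 SD of those, cut at about 17% in these data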;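 also: 0% = plate median of compound wells and 100% = probe without SIAE protein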
LEDGF integ inh: blockers of LEDGF/p75-dependent integrase strand transfer – biochemical, TR-FRET, high throughput, primary screen; inhibition, % at 3.7 µM; HIV-1 integrase (with human LEDGF/p75); hit rate 0.64% among 370,000; TR-FRET IN-LEDGF/p75 DNA integration, Eu/Cy5; AID 743269, 2014;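 active = inhibition above the screen-wide mean plus 3 SD, cut at about 13% in these data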;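 also: signal is the Cy5 over europium emission ratio at 671 and 618 nm; 0% = plate median of compound wells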
TCR CD3 inh: inhibitors of human TCR-CD3 interaction, primary screen, biochemical, fluorescence, TAMRA-labeled TCR probe; T-cell receptor (TCR); inhibition, % at 9.4 µM; hit rate 0.37% among 360,000; in the data active = inhibition above about 19%;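 also: recombinant mutant TCR 2C K166C tagged with TAMRA read by polarization; 0% = receptor in buffer alone and 100% = receptor with positive control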
TDP2 inh: human TDP2 enzyme inhibitors, primary screen, biochemical, epi absorbance, recombinant enzyme; hit rate 0.34% among 370,000; inhibition, % at 12.8 µM; Tyrosyl-DNA phosphodiesterase 2 (Homo sapiens), O95551; T5PNP hydrolysis, p-nitrophenol absorbance 415 nm; AID 720702, 2013;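 active = inhibition above the mean of all tested compounds plus 3 SD, set per campaign, cut at about 25% in these data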;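 also: 0% = DMSO with enzyme and 100% = buffer with substrate but no TDP2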
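Test system: Human TDP2 enzyme | Reagent: 5 mM T5PNP | Compound dosing: 12.8 µM single point, 1% DMSO | Incubation: Enzyme reaction with compound for 2 h at 37 °C | Technique: p-Nitrophenol epi absorbance | Read-out: % inhibition relative to enzyme-containing and enzyme-free wells | Benchmarks: High control without enzyme, low control DMSO plus TDP2 | Replicates: Singlicate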
NR1D1 modulator: modulators of Rev-erb alpha DNA binding, primary screen, biochemical, FITC-DNA, fluorescence polarization, uHTS. AID 1259318, 2017. Rev-erbα–FITC-DNA binding, 90 min. activity, % at 10 µM. hit rate 0.79% among 370,000;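 active = activity above about 14%, limit read from the data; passing the limit was not always enough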;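 also: 0% = DMSO wells with 35 nM protein and 100% = DMSO wells with 750 nM protein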
mABHD4 FP: ABHD4 inhibitors, primary screen, biochemical, fluorescence polarization, mouse; (Lyso)-N-acylphosphatidylethanolamine lipase (Mus musculus), Q8VD66; purified mABHD4, FP-Rh probe fluorescence polarization; inhibition, % at 8.92 µM; hit rate 0.54% among 370,000; AID 720543, 2013;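 active = inhibition exceeding the mean over every tested compound plus 3 SD, cut at about 30% in these data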;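 also: 0% = plate median of compound wells and 100% = S159A mutant with DMSO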
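Doses – 8.92 µM, single dose · Material – wild-type mouse ABHD4 protein · Replication – single well per compound (singlicate) · Measure – percent inhibition of probe binding, normalized to plate controls · Schedule – 45 min compound pre-incubation plus 60 min probe step, 25 °C · Detection – fluorescence polarization with parallel and perpendicular emission, 525/598 nm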
PRMT1 inh: PRMT1 methyltransferase inhibitors, primary screen, biochemical, fluorescence polarization. Protein arginine N-methyltransferase 1 (Homo sapiens), Q99873. recombinant PRMT1, activity-based probe fluorescence polarization. inhibition, % at 2.79 µM. hit rate 1.3% among 370,000;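 active = inhibition above about 21% made by adding two undisclosed values, limit read from the data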
Target sequence (Q99873 whole entry, looked up): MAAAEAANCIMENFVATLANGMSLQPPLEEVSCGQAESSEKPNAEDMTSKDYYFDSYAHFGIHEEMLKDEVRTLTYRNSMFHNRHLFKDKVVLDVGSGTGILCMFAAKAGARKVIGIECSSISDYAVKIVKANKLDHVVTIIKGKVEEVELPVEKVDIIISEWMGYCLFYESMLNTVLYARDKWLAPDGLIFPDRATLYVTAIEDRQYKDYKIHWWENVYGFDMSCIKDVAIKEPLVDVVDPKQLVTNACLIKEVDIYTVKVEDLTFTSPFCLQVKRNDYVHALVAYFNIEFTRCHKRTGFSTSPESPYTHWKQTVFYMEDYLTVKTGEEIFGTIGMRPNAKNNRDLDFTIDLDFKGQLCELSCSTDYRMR
PG9 binder: binders of HIV-1 gp120 antibody PG9, primary screen, biochemical, TR-FRET; TR-FRET gp120-PG9 antibody binding; HIV-1 gp120 / PG9 antibody interaction; hit rate 0.43% among 360,000; inhibition, % at 6.7 µM; in the data active = inhibition above about 8.5%
rCAG RNA binder: binders of r(CAG) RNA repeats, primary screen, biochemical, fluorescence. r(CAG) RNA repeat, TO-PRO-1 dye displacement fluorescence. inhibition, % at 3 µM. hit rate 1.3% among 370,000;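 active = inhibition above the plate cutoff, the mean of all test compounds on that plate plus 3 SD, cut at about 35% in these data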;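 also: 0% = DMSO alone and 100% = 100 µM mitoxantrone as full dye displacement; higher means more dye released from RNA so lower well fluorescence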
HTRA1 inh: HTRA1 serine protease inhibitors, primary screen, biochemical, fluorescence polarization, HTS | Q92743 | recombinant HTRA1, FP-rhodamine activity-based probe | inhibition, % at 5.96 µM | hit rate 0.5% among 340,000 | AID 504803, 2011; in the data active = inhibition above about 36%;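 also: 0% = enzyme with DMSO and 100% = wells lacking enzyme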
Target sequence (Q92743 whole entry, looked up): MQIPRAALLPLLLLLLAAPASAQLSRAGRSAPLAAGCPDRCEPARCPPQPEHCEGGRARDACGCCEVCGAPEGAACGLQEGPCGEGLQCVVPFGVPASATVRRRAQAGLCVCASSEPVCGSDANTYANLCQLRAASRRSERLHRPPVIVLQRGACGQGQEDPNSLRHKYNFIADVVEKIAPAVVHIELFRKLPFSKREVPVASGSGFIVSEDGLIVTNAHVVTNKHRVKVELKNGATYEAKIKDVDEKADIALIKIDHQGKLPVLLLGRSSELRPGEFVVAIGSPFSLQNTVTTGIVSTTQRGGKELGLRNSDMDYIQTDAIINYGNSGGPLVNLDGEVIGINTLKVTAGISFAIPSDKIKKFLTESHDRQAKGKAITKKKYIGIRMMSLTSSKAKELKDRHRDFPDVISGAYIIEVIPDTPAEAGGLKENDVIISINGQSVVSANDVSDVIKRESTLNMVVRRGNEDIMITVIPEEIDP
Active calls of the source: *; x = no result given. This is a subset, so the mix of outcomes need not match the whole.

SMILES	SIAE inh	LEDGF integ inh	TCR CD3 inh	TDP2 inh	NR1D1 modulator	mABHD4 FP	PRMT1 inh	PG9 binder	rCAG RNA binder	HTRA1 inh
COc1ccc(/C(O)=C2\C(=O)C(=O)N(CCN(C)C)C2c2cccc(OC)c2OC)cc1Cl (stereo not given)	-1	1	-5	6	2	3	0	6.2	-3	-4
COc1cc(/C=C(\C#N)c2nc3ccc(C)cc3[nH]2)cc([N+](=O)[O-])c1O	7	1	5	8	1	29	1	-7.8	63*	30
O=C(Nc1ccc(N2CCCCC2)cc1)c1cccnc1	4	-5	-5	-4	0	-17	-1	-3.0	4	2
C=CCn1c(SCc2ccc(F)cc2)nc2c1c(=O)[nH]c(=O)n2C	6	-2	-3	-3	-3	4	1	-2.3	0	-6
CCN(CC)CCNC(=O)c1ccc(NC(=O)CC(NC(=O)c2ccccc2Cl)c2ccccc2)cc1 (stereo not given)	-6	-3	4	-6	-4	9	0	-2.2	-7	0
N=C(N)SCc1ccccn1	4	-10	4	-4	5	-5	7	0.4	-3	2
CCOC(=O)Nc1cc2c(cc1[N+](=O)[O-])-c1ccccc1C2=O	-3	2	-4	3	-8	-7	-6	-1.3	1	3
O=[N+]([O-])c1ccc(CSCc2ccc([N+](=O)[O-])cc2)cc1	4	-6	5	-8	4	-14	1	1.1	4	6
CCc1ccccc1NC(=O)C1CCN(c2cnccn2)CC1	-1	-7	-5	5	-2	-4	3	-1.2	-3	4
CSc1ccc(/C=C/C(=O)OCC(=O)NC2CC2)cc1	3	-1	4	3	-3	0	-3	0.7	1	0
O=C1CN(Cc2ccccc2)CC(=O)N1	-4	-1	-1	7	-1	2	1	-1.9	-3	8
CC(CNC(=O)CCS(=O)(=O)c1cc2c(cc1Cl)NC(=O)CO2)c1ccccc1 (stereo not given)	1	-4	-9	-7	-1	0	9	-3.4	2	-2
O=C(Cn1c(CCCO)nc2ccccc21)Nc1ccccc1-c1ccccc1	-2	0	-2	2	3	-1	-3	-1.2	2	0
COc1ccc(S(=O)(=O)Nc2cc(C(=O)NCCCN3CCOCC3)ccc2N2CCOCC2)cc1	0	-8	5	-3	1	5	5	-1.8	-2	1
Cc1ccc(S(=O)(=O)/N=C2\CN(C)C(=O)N2C)cc1	4	3	-9	0	5	-6	2	-1.3	1	5
O=C(Nc1nc2cc3c(cc2s1)OCO3)C1=COCCO1	0	3	-1	-8	1	-6	3	0.2	6	4
Cc1cc(C)c(C#N)c(SCSCc2ccccc2)n1	2	-1	2	-5	5	1	3	2.3	-1	-14
Cc1cc(-c2sccc2C)nc(-n2cccc2)n1	0	1	-3	-2	9	-4	4	4.3	2	-12
COc1ccc(CCNS(=O)(=O)c2csc(C(N)=O)c2)cc1OC	-9	0	1	-30	-2	-11	-5	-1.3	0	-3
C(=N\N1CCN(Cc2ccccc2)CC1)/c1ccc(-c2ccccc2)cc1	-2	2	-6	3	-4	-2	1	3.2	2	1
Cc1ccc(S(=O)(=O)N(C)C[C@H]2Oc3cc(Br)ccc3S(=O)(=O)N([C@H](C)CO)C[C@H]2C)cc1	-17	0	-1	-14	7	-8	-1	2.7	6	-12
CCN(C(=O)COC(=O)/C(C#N)=C/c1ccc(N(C)C)cc1)C1CCS(=O)(=O)C1 (stereo not given)	-1	6	5	-3	12	-2	-2	-2.7	0	2
CN1CCN(CC(=O)c2cc(C(C)(C)C)c(O)c(C(C)(C)C)c2)CC1	5	4	6	3	3	6	1	-1.2	-5	-7
Cc1ccc2c(c1)N(C(=O)CCC(=O)Nc1ccccc1Br)CC(C)O2 (stereo not given)	3	-2	-10	-2	8	-2	0	-0.6	1	-4
CCCCn1c(N)c(N(CC(C)C)C(=O)c2ccc(-c3ccc(C(C)=O)cc3)o2)c(=O)[nH]c1=O	-2	6	2	-5	-2	-3	1	-2.5	4	-4
O=C(CN(CC1CCCO1)C(=O)c1nsc(Cl)c1Cl)NC1CCCC1 (stereo not given)	3	-2	5	4	5	-2	0	2.7	-5	3
CNC(=O)CCCc1nc(-c2ccccc2Cl)no1	-8	5	12	-21	-6	-7	0	-3.2	1	-2
CCOc1ccc(NC(=O)CN(C)C(=O)c2cc(S(=O)(=O)N3CCCCC3)ccc2C)cc1OCC	-7	2	1	-5	3	2	-2	-0.6	-4	2
Cc1cc(=O)oc2cc(O[C@@H]3O[C@H](CO)[C@H](O)[C@H](O)[C@H]3O)ccc12	1	1	4	-3	9	-2	-1	-2.0	0	-1
O=C(NCc1cccnc1)c1ccc(COc2ccc(Cl)cc2)cc1	-8	1	-1	-16	1	-18	3	-0.9	-6	-20

Some of the entries so far, with two lines to a compound:
Under each structure – SIAE inh	LEDGF integ inh	TCR CD3 inh	TDP2 inh	NR1D1 modulator	mABHD4 FP	PRMT1 inh	PG9 binder	rCAG RNA binder	HTRA1 inh
CCOc1ccc(NC(=O)CN(C)C(=O)c2cc(S(=O)(=O)N3CCCCC3)ccc2C)cc1OCC
 : -7	2	1	-5	3	2	-2	-0.6	-4	2
Cc1cc(=O)oc2cc(O[C@@H]3O[C@H](CO)[C@H](O)[C@H](O)[C@H]3O)ccc12
 : 1	1	4	-3	9	-2	-1	-2.0	0	-1

Next compounds follow:
SMILES	SIAE inh	LEDGF integ inh	TCR CD3 inh	TDP2 inh	NR1D1 modulator	mABHD4 FP	PRMT1 inh	PG9 binder	rCAG RNA binder	HTRA1 inh
CCOc1cc(NC(=S)NCCCN2CCOCC2)c(OCC)cc1NC(=O)c1cccc(F)c1	0	-3	6	3	-1	-1	4	-0.7	-1	2
Cc1oc(-c2ccccc2)cc1C(=O)Nc1ccc2ccccc2c1	5	-3	0	-5	0	-1	-1	-2.2	3	-15
CC1Cc2cc(/C(O)=C3/C(=O)C(=O)N(CCCn4ccnc4)C3c3ccco3)ccc2O1 (stereo not given)	3	2	-2	5	-5	5	2	-0.4	1	3
COc1ccc(NC(=O)c2ccco2)cn1	14	-2	1	-15	-7	0	12	-0.2	-1	9
NC(=O)CCC(NC(=O)OCc1ccccc1)C(=O)OCC(=O)c1ccccc1 (stereo not given)	1	-3	-4	6	-6	3	-1	-1.5	0	-1
COc1cc(C2N(c3ccccc3)CCN2c2ccccc2)ccc1OC(C)=O	2	0	1	-5	2	-5	0	-2.5	-5	2
CC(=O)c1sc(NC(=O)CCNC(=O)c2ccco2)nc1-c1ccccc1	0	-3	-2	-13	0	-5	3	0.9	-4	2
COC(=O)c1c(N)sc2c1CCN(c1ncc(C(F)(F)F)cc1Cl)C2	5	0	2	-5	2	-12	1	0.6	11	-19
COCCN(CC(=O)Nc1cccc(S(=O)(=O)N2CCCC2)c1)Cc1nc2ccccc2c(=O)[nH]1	-6	1	-9	-5	-7	-8	7	0.1	7	-2
O=S(=O)(c1ccc2nc(N3CCN(c4ccccc4F)CC3)ccc2c1)N1CCCCC1	-3	2	5	17	41*	-6	-2	0.1	2	11
CCOC(=O)CC1(Cc2ccccc2)Oc2ccccc2O1	-2	3	2	-4	5	-4	-2	0.1	0	x
NS(=O)(=O)c1cccc(NC(=O)COC(=O)CCSc2ccccc2)c1	10	-2	-1	-8	-1	-2	-1	-3.0	4	-6
CN(CCc1ccccn1)Cc1ccc(Cl)cc1	0	1	3	17	5	11	2	0.8	-4	5
O=C(COC(=O)CNC(=O)c1cccc([N+](=O)[O-])c1)Nc1ccccc1OC(F)F	-2	1	8	-7	-1	3	-1	-1.6	0	-1
O=C1[C@H]2[C@@H](c3ccc(F)cc3)N3C(=O)N(c4ccc(Br)cc4)C(=O)[C@@]3(Cc3ccccc3)[C@H]2C(=O)N1C1CCCCC1	-11	2	5	11	-1	-6	-4	0.6	7	-10
C=CCn1c(SCC(=O)Nc2ccccc2C)nc2sc(C)c(C)c2c1=O	-4	-1	4	5	20	4	-4	2.2	0	-5
CC(C)Oc1ccc(C(=O)NC2CCN(Cc3ccccc3)CC2)cc1	5	-2	-8	-4	4	3	-1	-0.6	-8	-1
CCCCC(=O)Nc1nc(C)c(-c2csc(Nc3cc(Cl)ccc3OC)n2)s1	6	-1	-6	-4	-5	0	2	-1.0	45*	-11
S=C(Nc1ccccc1)Nc1nc2ccccc2n1CCOc1ccc(Cl)cc1	-9	2	-5	-6	4	10	-5	-1.2	9	17
CC1CCc2c(sc(NC(=S)NC(=O)c3ccccc3)c2C#N)C1 (stereo not given)	9	-2	3	1	-1	-3	0	0.1	3	-5
O=C1NC[C@@H]2CCCN2C1=O	-6	3	11	-2	-5	5	0	1.8	2	x
N#C/C(=C(/O)COc1ccc(Cl)cc1)c1nc2ccccc2s1	-4	7	-12	-8	8	6	-1	-2.2	8	7
CC(C)Cn1c(N)c(C(=O)COC(=O)Cc2cccs2)c(=O)n(C)c1=O	2	1	1	7	-4	-2	-2	-1.4	-3	-7
CC(C)OC(=O)c1cccc(C(=O)Nc2cccc(NC(=O)c3cccc(C(=O)OC(C)C)n3)n2)n1	-3	-5	-4	-3	-1	2	3	-3.2	0	-6
CCOc1cc(/C=C2\C(=N)N3N=C(N4CCCCC4)SC3=NC2=O)ccc1OC(=O)c1ccco1	15	3	-4	-5	5	12	-4	-0.8	30	11
O=C(NC1CCCC1)C(c1ccncc1)N(CCCN1CCOCC1)C(=O)c1ccc(-c2ccccc2)[nH]1 (stereo not given)	-4	8	-7	-10	-2	-7	1	1.3	-4	13
Cc1ccc(NC(=O)/C(=C\C=C\c2ccccc2)NC(=O)c2ccccc2)cc1	0	-2	-6	6	-2	-12	-5	-1.8	12	-23
O=C(COc1ccccc1)N1CCN=C1SCc1ccccc1	-7	0	7	6	-5	-1	-1	0.8	-3	-3
N#CC1=C(N)Oc2cc(N)ccc2C1c1ccc(F)cc1 (stereo not given)	-13	23*	-6	-10	-3	21	23*	-0.4	18	5
Cc1cc(=O)c(C(=O)O)nn1-c1ccccc1F	-4	-2	-1	3	-6	3	1	-1.1	1	-2
O=C(NCc1cccs1)C(=O)NCC(c1ccco1)N1CCN(c2ccccc2F)CC1 (stereo not given)	0	-6	-2	0	2	-1	3	0.2	-7	-3
COc1ccc(C(=O)NN(C)c2nc(C(F)(F)F)nc3ccccc23)cc1	0	-2	3	-4	0	-10	3	-0.7	1	-9
CC(C)(C(=O)N1CCC1(C)C(=O)Nc1ccccc1Br)c1ccccc1 (stereo not given)	-6	3	1	-15	13	-12	-6	-0.3	0	x
O=C(CNC(=S)N(Cc1ccccc1F)C1CCCCC1)NCCN1CCOCC1	4	-3	-3	3	4	-2	5	-0.7	-8	5
CC(C)C[C@@H](CN1CCCC1CN1C(=S)NC[C@@H]1Cc1ccc(O)cc1)N1C[C@H](Cc2ccc(O)cc2)N(CC2CCCCC2)C1=S (stereo not given in full)	-34	0	7	5	0	-26	-4	-0.4	15	-101
